Bioassay records (PubChem)
PhoP inhibition: inhibitors of PhoP regulon expression, primary screen, Salmonella Typhimurium, GFP reporter (AID 1863); one-dose inhibition, % at 50 µM; IC50 in µM for titrated hits; hit rate 0.16% among 300,000; S. Typhimurium PhoP-regulated promoter GFP reporter, 4 h; higher % means a stronger effect;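 active = inhibition over 29.93%, a cutoff 3 SD above the screen mean, later confirmed by dose response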;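 note: 0% = low Mg2+ inducing control and 100% = high Mg2+ repressing control; strong numbers were not always called active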
West Nile antiviral: inhibition of WNV-induced cytopathic effect – cell-based, CPE readout (AID 1621); West Nile virus-infected cells, CPE inhibition; higher % means a stronger effect; hit rate 0.02% among 290,000; CPE inhibition, % at 10 µM, or IC50 in µM where a hit was titrated; in the data active = a potency from the dose series; note: strong numbers were not always called active
NTR1 agonist: agonists of NTR1, primary screen, imaging, U2OS cells, beta-arrestin-GFP, high content (AID 493036) | P30989 | NTR1-U2OS beta-arrestin-GFP spot imaging, agonist mode | activation, % at 20 µM | hit rate 0.17% among 330,000;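 active = activation at or above 40% of the spot to cytoplasm intensity ratio, with at least 20 cells analyzed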;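 note: 0% = DMSO without peptide and 100% = 100 nM NTR1 peptide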
Target sequence (P30989 whole entry, looked up): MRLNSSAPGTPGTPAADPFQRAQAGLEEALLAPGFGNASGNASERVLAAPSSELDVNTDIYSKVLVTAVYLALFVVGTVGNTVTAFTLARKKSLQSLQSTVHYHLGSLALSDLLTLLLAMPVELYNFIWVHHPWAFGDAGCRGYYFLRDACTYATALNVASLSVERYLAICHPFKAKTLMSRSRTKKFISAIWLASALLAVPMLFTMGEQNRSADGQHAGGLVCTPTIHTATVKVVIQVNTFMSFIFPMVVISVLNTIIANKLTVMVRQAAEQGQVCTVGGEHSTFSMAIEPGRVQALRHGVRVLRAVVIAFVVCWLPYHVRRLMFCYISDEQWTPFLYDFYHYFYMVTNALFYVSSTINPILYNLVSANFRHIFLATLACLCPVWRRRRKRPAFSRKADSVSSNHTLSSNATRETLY
GPR55 LPI antagonism: inhibition of LPI-stimulated GPR55 beta-arrestin translocation – imaging, U2OS, beta-arrestin-GFP, LPI agonist, primary screen (AID 2013) | hit rate 0.13% among 290,000 | one-dose inhibition, % at 10 µM; IC50 in µM for titrated hits | U2OS GPR55 beta-arrestin-GFP translocation imaging, LPI antagonism; higher % means a stronger effect;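 active = spots per cell inhibited over 60%, with over 100 cells counted and total cytoplasm intensity under 500,000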;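 note: U2OS cells stably carrying GPR55 and arrestin-GFP stimulated by 5 µM LPI near EC80; imaged beta-arrestin-GFP aggregate spots per cell after agonist stimulation; plate controls were LPI-stimulated DMSO wells for no effect and DMSO wells without LPI for full effect; some results filed as inactive read as strong as hits; confirmed hits need IC50 under 10 µM and bright autofluorescent wells are also inconclusive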
GPR35 arrestin U2OS: GPR35 antagonists blocking zaprinast-driven arrestin recruitment, primary screen, imaging, U2OS, beta-arrestin-GFP, zaprinast agonist (AID 2058) | inhibition, % at 10 µM, or IC50 in µM where a hit was titrated | U2OS GPR35 beta-arrestin-GFP translocation imaging, zaprinast antagonism; higher % means a stronger effect | hit rate 0.052% among 290,000;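 active = inhibition of at least 50% with at least 30 cells and total cytoplasm GFP at most 10,000,000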
KOR beta-arrestin-1: KOR agonists, beta-arrestin recruitment, primary screen, cell-based, luminescence, uHTS (AID 1777); KOR beta-arrestin recruitment, luminescence; higher % means a stronger effect; activation, % at 10 µM, or EC50 in µM where a hit was titrated; hit rate 0.02% among 280,000; in the data active = activation above about 50%, passing the limit was not always enough; note: a part of the inactive calls stands beside numbers as strong as those of hits
KOR beta-arrestin-2: KOR antagonists, beta-arrestin recruitment, cell-based, luminescence, uHTS (AID 1778); KOR beta-arrestin recruitment, luminescence, antagonist mode; higher % means a stronger effect; inhibition, % at 10 µM; hits with a dose series show IC50 in µM; hit rate 0.091% among 290,000; in the data active = inhibition above about 50%; note: strong numbers were not always called active
GPR55 beta-arrestin: selective activators of receptor GPR55 – imaging, U2OS cells, beta-arrestin-GFP redistribution, primary screen (AID 1961); U2OS GPR55 beta-arrestin-GFP redistribution imaging; higher % means a stronger effect; activation, % at 10 µM, or EC50 in µM where a hit was titrated; hit rate 0.048% among 290,000;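 active = activation above 40% with more than 50 cells counted in the well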;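 note: U2OS osteosarcoma cells stably expressing GPR55 and beta-arrestin-GFP; plate controls were DMSO negative control for no effect and LPI positive control for full effect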
T cell HTS: T cell immune modulation candidate; 2C CD8+ T cell-vesicle binding, flow cytometry; hits give low values; calls only at 7 µM; hit rate 0.068% among 330,000; AID 2052;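 active = response, share of CD8 T cells binding vesicles, and their 90th percentile fluorescence all below set limits, cut at about 80% in these data, passing the limit was not always enough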
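Benchmarks: naked versus QL9-loaded vesicles / Assay system: purified 2C TCR transgenic mouse naive CD8+ T cells / Technique: high-throughput flow cytometry with anti-B7-1 and anti-CD8 staining / Timing: Cell–vesicle co-incubation 1.5 h at 37 °C, staining 20 min on ice / Read-out: percent CD8+ FL2 mean versus row control / Probe or stimulus: QL9-loaded Drosophila micro-vesicles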
T cell HTS vesicle-bound %: also measured in T cell HTS; calls as there; double positive events, %; measured here: CD8+ vesicle-bound cell fraction;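 binding gate set so that unloaded-vesicle control wells show 10% double positive cells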
NTR1 agonist cell count 20 µM: also measured in NTR1 agonist; calls as there; cell count; measured here: cell count, cytotoxicity flag
* = called active by the depositor; i = inactive; · = no result given; & = joins results of further samples; [ ] = dose if it differs, or a comment. Compounds were not picked by outcome (roughly 0.62% active in at least one column).

nr	smiles	GPR35 arrestin U2OS	GPR55 beta-arrestin	NTR1 agonist	PhoP inhibition	KOR beta-arrestin-2	KOR beta-arrestin-1	West Nile antiviral	T cell HTS vesicle-bound %	GPR55 LPI antagonism	NTR1 agonist cell count 20 µM	T cell HTS
1	COc1ccc(CN2CCC(n3nccc3NC(=O)C3CC3)CC2)cc1O	-14%	-0.1%	-1.5	-2%	-15%	-2.6%	-0.3%	69	27%	67	i
2	CSc1ccccc1C(=O)N1CCOCC1	1%	-0.3%	0.8	-5%	-8%	-1.1%	0.2%	28	-2%	49	i
3	CC1CCCCC1NC(=O)C1CCC(CNS(=O)(=O)c2ccc(F)cc2)CC1 (stereo unspecified)	-2%	-0.1%	0.7	-7%	26%	1.6%	0.1%	60	1%	76	i
4	CCN(CC)CCCN(Cc1cc2cc3c(cc2[nH]c1=O)OCO3)C(=S)NCCCOC	7%	0.6%	-0.3	4%	0%	0.0%	0.0%	35	-1%	57	i
5	CCOC(=O)N1CCN(S(=O)(=O)c2ccc(C)c(C)c2C)CC1	-22%	0.0%	2.7	2%	11%	-1.9%	-0.1%	56	0%	39	i
6	CSC(=O)NC12CC3CC(CC(C)(C3)C1)C2	-3%	-0.1%	-0.4	-3%	12%	-0.8%	-0.3%	48	-6%	57	i
7	CC1(C)CC(C)(O)P(=O)(c2ccccc2)O1 (stereo unspecified)	12%	0.2%	-1.1	0%	-22%	-5.0%	0.6%	37	9%	82	i
8	O=C(CSc1ccc2nnc(-c3cccc(F)c3)n2n1)NCc1ccco1	1%	0.0%	-0.7	2%	-6%	1.2%	0.2%	15	13%	40	i
9	Cn1c(CN2CCOCC2)nnc1SCC(=O)Nc1ccc2c(c1)OCCO2	4%	-0.2%	-1.9	18%	36%	-5.1%	0.6%	8	0%	60	i
10	COc1ccc(Cl)cc1NC(=O)[C@@H]1CCCN1C(=O)c1cccs1	-9%	-0.2%	-0.7	-1%	22%	-3.2%	-0.5%	45	-5%	40	i
11	CC(C)Nc1ncnc2ccc(Br)cc12	4%	-0.2%	-0.6	11%	-29%	-0.3%	-0.5%	46	28%	42	i
12	O=C(NCc1nc2ccccc2[nH]1)C1=C[C@@H](C2CC2)C[C@@H](OCc2ccc(CO)cc2)O1	22%	0.2%	4.8	5%	-6%	-1.7%	-0.1%	37	0%	90	i
13	C=Cc1c(C)c2cc3[nH]c(cc4nc(cc5nc(cc1[nH]2)C(C)=C5CCC(=O)O)C(CCC(=O)O)=C4C)c(C)c3C=C	·	·	-1.6&-2.5	7%	·	·	0.8%	59&17	·	51&90	i
14	O=[N+]([O-])c1cccnc1Sc1n[nH]c(-c2ccc(Cl)cc2)n1	2%	0.2%	0.6	-7%	-43%	-3.5%	0.6%	41	-14%	52	i
15	CCC(C)N1CCCC1C(=O)Nc1c(C)cc(C)cc1C (stereo unspecified)	-5%	0.7%	-0.2	5%	-6%	7.4%	-0.2%	20	9%	50	i
16	COc1ccc(CNC(=O)c2ccc(SC)cc2OC)cc1	0%	-0.1%	2.3	-1%	16%	-0.2%	0.0%	54	2%	55	i
17	O=C(O)CC(NC(=O)C1c2ccccc2Oc2ccccc21)c1ccc(Cl)cc1 (stereo unspecified)	5%	0.2%	1.0	15%	-42%	1.4%	0.1%	64	-10%	78	i
18	Cc1ccc(C)c(N2CCN(C(=O)CCC(=O)N3CCOc4ccc(Cl)cc43)CC2)c1	8%	-0.1%	16	·	-10%[20 µM]	-4.8%	-0.7%	38	-2%	80	i
19	CS(=O)(=O)N1CCC(C(=O)NCc2ccc(F)cc2)CC1	-13%	0.7%	1.1	4%	14%	-5.4%	0.1%	27	7%	38	i
20	CCN(CC)c1ccc(-c2n[nH]c(=S)n2-c2ccccc2C)cc1	-14%	-0.5%	1.8	-8%	-17%	3.2%	-1.2%	26	0%	52	i
21	COc1ccc(C)cc1NC(=O)CNCc1cccs1	10%	-0.3%	1.5	5%	-36%[20 µM]	0.6%	-0.8%	39	-4%	73	i
22	CCCC(=O)Nc1ccc2c(c1)nc(CN1CCN(C(C)=O)CC1)n2C	5%	-0.1%	2.0	-6%	13%	-3.3%	0.4%	40	10%	39	i
23	COCCn1nnnc1CN1CCC(C)CC1	2%	-0.3%	-6.9	-5%	-4%	-7.2%	0.1%	12	-3%	82	i
24	CCOc1ccc(S(=O)(=O)N2CCN(c3ccccc3)CC2)c2cccnc12	-11%	0.6%	4.8	0%	-40%	3.5%	-0.2%	49	-15%	69	i
25	CCOc1cc(C2NN=C(c3ccccc3)S2)ccc1OCc1ccccc1Cl (stereo unspecified)	-5%	-0.1%	-1.6	7%	20%	-2.0%	1.3%	11	10%	91	i
26	COc1cccc(C(=O)NCCN2CCOCC2)c1	-5%	0.1%	-0.9	12%	12%	1.2%	-0.1%	9	26%	50	i
27	O=C(Nc1ccc(Br)cc1)c1csc(-c2ccncc2)n1	5%	0.2%	0.8	-1%	-98%[20 µM]	3.0%	-1.0%	32	-9%	56	i
28	Cc1nn(C)cc1/C=C/C(=O)c1cccs1	-2%	0.5%	1.3	5%	-12%	-5.4%	-0.2%	15	12%	60	i
29	Cc1cc(=O)oc2cc(OCC(=O)NCCCN3CCOCC3)ccc12	14%	-0.1%	1.4	6%	-44%	2.0%	0.7%	49	-5%	71	i
30	COc1ccccc1CNC(=O)C(C)NS(=O)(=O)c1ccccc1 (stereo unspecified)	16%	-0.1%	0.9	12%	-11%	-1.1%	-0.2%	30	8%	50	i
31	CCCCCCNCCn1cnc2c(N)ncnc21	-8%	0.4%	1.0	16%	·	·	-0.3%	13	2%	78	i
32	C/C(CC(=O)N1CCN(C=O)CC1)=N\NC(=O)c1ccc(Cl)cc1	17%	-0.1%	1.7	·	8%[20 µM]	·	-0.3%	41	2%	100	i
33	Cc1ccc(CCCOC(=O)C[N+]2(C)CCCCC2)cc1	-5%	-0.3%	-0.4	4%	4%[20 µM]	-0.7%	0.1%	9	-10%	57	i
34	CCOc1ccc(-c2cccc(NC(=O)COc3ccccc3)c2)nn1	0%	-0.1%	0.1	12%	-30%	-5.1%	0.0%	40	-3%	79	i
35	COc1ccc(-n2c(=O)cc(N3CCN(c4ccccc4F)CC3)[nH]c2=O)cc1	4%	-0.1%	0.6	6%	0%	-2.1%	0.7%	41	7%	56	i
36	O=C(COc1cc(Cl)ccc1Cl)Nc1nnc(CC(=O)N2CCOCC2)s1	-14%	0.3%	-1.9	2%	-18%	-5.2%	0.5%	50	25%	83	i
37	CCOC(=O)c1[nH]c2ccccc2c1NC(=O)c1ccc(S(=O)(=O)N2CCCC2)cc1	-12%	-0.3%	-1.2	27%	-20%	1.0%	·	36	2%	81	i
38	CCn1c(SCC(=O)N2CCC(C)CC2)nnc1-c1ccc(S(=O)(=O)N2CCN(C)CC2)cc1	-9%	-0.1%	-2.5	-13%	-35%	-3.9%	-1.0%	41	-4%	79	i
39	CC(=O)Nc1ccc(N(C(=O)c2cnccn2)C(C(=O)NC2CCCCC2)c2ccc(F)cc2)cc1 (stereo unspecified)	7%	-0.4%	0.3	15%	-35%	7.2%	-0.1%	42	2%	51	i
40	Cc1ccc(NS(=O)(=O)c2ccc3c(c2)NC(=O)CO3)cc1Cl	1%	-0.2%	2.4	5%	-25%	-1.1%	-0.4%	18	4%	78	i
41	O=C1c2ccc(Br)cc2C(=O)N1c1ccc(Cl)cn1	-15%	1.2%	0.7	8%	-6%	-3.3%	-0.1%	17	4%	76	i
42	COc1ccc(C)cc1NC(=O)CN1C(=O)CSc2ccc(S(=O)(=O)N3CCCC3)cc21	-10%	-0.1%	0.6	2%	-24%	-4.3%	-0.3%	21	6%	74	i
43	O=C(NC(=S)Nc1ccc2c(c1)OCCO2)c1cccc2ccccc12	2%	0.1%	0.2	2%	19%	2.0%	-0.8%	56	63%	95	i
44	Cc1cc([N+](=O)[O-])ccc1NC(=O)c1cccc(NC(=O)C(C)C)c1	1%	-0.2%	1.4	7%	-5%	0.6%	0.1%	48	9%	84	i
45	COc1ccc(-c2ccc(CNCc3ccccn3)o2)cc1Cl	3%	-0.1%	·	0%	-75%[20 µM]	2.9%	-0.4%	63	-3%	·	i
46	Cn1c(=O)c2c(-c3ccccc3)n(CCCN3CCOCC3)cc2n(C)c1=O	10%	0.2%	0.0	12%	41%	-7.7%	-0.2%	29	-6%	42	i
47	O=C(Nc1cccc(-c2nc3ncccc3o2)c1)c1ccco1	0%	-0.1%	-0.5	-3%	14%	-7.7%	0.7%	40	8%	59	i
48	Cc1c(C(=O)N2CCN(c3ccc(F)cc3)CC2)sc2ncnc(N3CCN(c4ccccn4)CC3)c12	0%	-0.2%	6.4	6%	-60%	3.6%	0.6%	50	-19%	46	i
49	O=C(NC(=S)Nc1cccc2cccnc12)c1cccs1	4%	-0.1%	2.9	·	-33%[20 µM]	·	-1.6%	34	16%	92	i
50	Cn1cc(CCC(=O)NCc2ccc(Cl)cc2)c2ccccc21	12%	0.3%	0.2	0%	-12%	-2.5%	-0.3%	33	-1%	75	i
51	CCC(=O)NC(=S)NNC(=O)c1ccc(NC(=O)c2ccccc2)cc1	10%	-0.4%	-0.3	-16%	14%	1.8%	-0.1%	50	4%	38	i

Four entries from above, sorted by length of the SMILES, highest first:
nr	smiles	GPR35 arrestin U2OS	GPR55 beta-arrestin	NTR1 agonist	PhoP inhibition	KOR beta-arrestin-2	KOR beta-arrestin-1	West Nile antiviral	T cell HTS vesicle-bound %	GPR55 LPI antagonism	NTR1 agonist cell count 20 µM	T cell HTS
46	Cn1c(=O)c2c(-c3ccccc3)n(CCCN3CCOCC3)cc2n(C)c1=O	10%	0.2%	0.0	12%	41%	-7.7%	-0.2%	29	-6%	42	i
51	CCC(=O)NC(=S)NNC(=O)c1ccc(NC(=O)c2ccccc2)cc1	10%	-0.4%	-0.3	-16%	14%	1.8%	-0.1%	50	4%	38	i
43	O=C(NC(=S)Nc1ccc2c(c1)OCCO2)c1cccc2ccccc12	2%	0.1%	0.2	2%	19%	2.0%	-0.8%	56	63%	95	i
49	O=C(NC(=S)Nc1cccc2cccnc12)c1cccs1	4%	-0.1%	2.9	·	-33%[20 µM]	·	-1.6%	34	16%	92	i
